Screening data (PubChem)
INS promoter inh = inhibitors of insulin promoter-driven GFP, primary screen, imaging, TRM-6 cells (human fetal islet line), eGFP reporter, cell count; reporter expression induced with tamoxifen; inhibition, % at 2 µM; 0.9% of 130,000 active;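 active means inhibition above the mean plus 3 SD, with well images judged a real hit on visual review, cut at about 60% in these data, passing the limit was not always enough; inconclusive means inhibition over the cutoff but images rejected on review; inactive means inhibition not above the cutoff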
sdo1 growth = growth rescue of sdo1-depleted yeast, primary screen, S. cerevisiae, bone marrow failure model; S. cerevisiae sdo1-depleted JHY4D growth rescue, OD600 30 h; hits give high values; pdr5 snq2 efflux-pump mutant strain; z-score at 10 µM; 0.21% of 140,000 active; AID 817, 2007;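 active means z-score above 3 at both the 24 hr and the 30 hr optical density reads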;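 further: z-score against mean and SD of all compound wells on the same plate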
sdo1 growth Rescue 24 h = second read-out of sdo1 growth, no call of its own (marks repeat the call); z-score; S. cerevisiae sdo1-depleted JHY4D growth rescue, OD600; measured here: growth rescue at 24 h;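 0 is the plate mean of compound wells and units are plate SD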
* marks the source's active call; other numbers are inactive results; ? = inconclusive; · = not tested or not shown; [ ] = another dose, or the depositor's remark. Only part of the results is shown; the hit share may differ from the screen's.

molecule	INS promoter inh	sdo1 growth	sdo1 growth Rescue 24 h
COc1cccc(C2=NOC(C(=O)N3CCC4(CC3)OCCO4)C2)c1 (stereo unspecified)	·	0.6	0.69
OC1(c2ccc(F)cc2)CCNC1 (stereo unspecified)	·	0.27	-0.21
CCCCCCn1c(O)c(C=NCCN2CCOCC2)c(=O)[nH]c1=O	28.6	2.47	2.36
COc1ccc(/C=C2/C(=O)NC(=O)N(c3ccc(C)c(C)c3)C2=O)cc1CN1C(=O)c2ccccc2C1=O	-2.0	-0.21	-1.47
CCOC(=O)c1cccc([P+](=O)O)c1	23.7	1.3	1.54
O=c1[nH]c(=O)n(C2CCCCC2)c(O)c1C=NCCCn1ccnc1	30.8	1.02	1.01
COC1CCCCC1NCCc1ccccc1 (stereo unspecified)	-21.4	·	·
CN1C(=O)NC(=O)[C@]2(Cc3ccccc3N3CCN(c4ccccc4)CC32)C1=O (stereo partly specified)	-80.0	-0.14	-0.27
COCCCn1c(-c2ccc(OC)cc2)cc(C(=O)NC2CCCCCCC2)c1C	44.0	-0.25	-0.2
O=c1[nH]c(=O)n(-c2cccc(Cl)c2)c(O)c1C=NCCN1CCCCC1	0.0	0.33[12.5 µM]	0.2
COc1ccc(N2C(=O)CC(N3CC=C(c4ccccc4)CC3)C2=O)cc1 (stereo unspecified)	57.1	-0.64	-1.29
COCC(C)OC(=O)c1c(N)n(Cc2ccco2)c2nc3ccccc3nc12 (stereo unspecified)	-44.4	-0.84[11.7 µM]	-0.59
CCC(=O)O[C@@H]1[C@@H](OC(C)=O)[C@@]2(O)C(C[C@H](O)C2(C)C)[C@](C)(O)[C@H]2CC[C@@H]3[C@@H](O)[C@]12C[C@@]3(C)O (stereo partly specified)	5.0	0.44	-0.34
CCN1C(=O)C(=C2C=C(C)N(Cc3ccco3)C(C)=C2)C(=O)N(CC)C1=S	?	·	·
CC(C(=O)N1CCC2(CC1)OCCO2)C1Sc2ccccc2NC1=O (stereo unspecified)	·	1.45	1.95
O=c1c2cc(Br)ccc2[nH]c(=S)n1-c1ccccc1	73.3*	·	·
N#Cc1ccc(N2CCNCC2)c(F)c1	·	-0.52	0.73
O=c1[nH]c(=O)n(Cc2ccco2)c(O)c1C=NC1CC1	46.1	0.63	0.38
O=c1cccc2n1CC1CC2CN(C(c2cccc(F)c2)c2sc3ncnn3c2O)C1 (stereo unspecified)	·	2.13	3.91
CCC(=Nc1ccc(OC)cc1OC)c1c(O)n(C2CCCCC2)c(=O)[nH]c1=O	60.0	-2.23	-1.61
COc1cc(C(=O)Nc2ccc(Br)cc2C(=O)c2ccccc2)cc(OC)c1OC	·	0.59	2.17
CCOC(=O)C1CCN(/C=C2\C(=O)NC(=S)N(CC)C2=O)CC1	-30.0	·	·
c1cncc(C2CCCCN2Cc2ccc3c(c2)OCO3)c1 (stereo unspecified)	·	-0.13	-0.4
CSc1nnc([C@@H](N)Cc2ccccc2)o1	?	0.61	0.05
O=C(CCCOc1ccc(Cl)cc1Cl)N1CCC2(CC1)OCCO2	-170.8	-0.61	-0.97

Two consecutive records out of the list so far, for reference:
molecule	INS promoter inh	sdo1 growth	sdo1 growth Rescue 24 h
COc1cccc(C2=NOC(C(=O)N3CCC4(CC3)OCCO4)C2)c1 (stereo unspecified)	·	0.6	0.69
OC1(c2ccc(F)cc2)CCNC1 (stereo unspecified)	·	0.27	-0.21

Fetched one by one from the list above, 6 records:
molecule	INS promoter inh	sdo1 growth	sdo1 growth Rescue 24 h
OC1(c2ccc(F)cc2)CCNC1 (stereo unspecified)	·	0.27	-0.21
COCC(C)OC(=O)c1c(N)n(Cc2ccco2)c2nc3ccccc3nc12 (stereo unspecified)	-44.4	-0.84[11.7 µM]	-0.59
CCC(=Nc1ccc(OC)cc1OC)c1c(O)n(C2CCCCC2)c(=O)[nH]c1=O	60.0	-2.23	-1.61
CCN1C(=O)C(=C2C=C(C)N(Cc3ccco3)C(C)=C2)C(=O)N(CC)C1=S	?	·	·
COC1CCCCC1NCCc1ccccc1 (stereo unspecified)	-21.4	·	·
c1cncc(C2CCCCN2Cc2ccc3c(c2)OCO3)c1 (stereo unspecified)	·	-0.13	-0.4

The results go on.
molecule	INS promoter inh	sdo1 growth	sdo1 growth Rescue 24 h
CCc1ccc(/C=C(/C#N)C(N)=S)cc1	7.1	0.21	-0.24
Cc1nn(Cc2ccccc2Cl)c(C)c1C(=O)NC1CCCc2ccccc21 (stereo unspecified)	-20.0	-0.99	-0.78
CCOc1ccc(Br)c(C2(O)CC(C)N(C)CC2C)c1 (stereo unspecified)	·	-0.36	-1.13
O=C(CN1CC(c2ccccc2)CC1=O)Nc1ccc(F)cc1 (stereo unspecified)	·	0.52	0.28
O=C1/C(=C/c2ccc3c(c2)OCO3)N2CCC1CC2	·	0.66	0.26
Cc1nn(Cc2ccccc2)c(Cl)c1C(=O)NC1CCCc2ccccc21 (stereo unspecified)	-32.4	-0.25	0.3
CCN1CCN(c2ccc(N)cc2)CC1	29.4	·	·
COCCNC(=O)c1c(NC(=O)c2ccc(Br)o2)n(Cc2ccccc2)c2nc3ccccc3nc12	-27.8	-0.04	0.5
O=C1/C(=C/c2cc3c(cc2Cl)OCO3)N2CCC1CC2	-25.0	-1.22	-1.14
CCOc1cc(-c2nc3c(C)cccn3c2NCC2CCCO2)ccc1O (stereo unspecified)	·	0.19	-0.34
Cc1ccc(-c2nc3ccccc3c(=O)n2-c2cc(C)ccn2)cc1	-46.7	-0.41	-0.06
O=C1NC(=O)N(Cc2ccccc2)C(=O)/C1=C/c1cnc(-c2ccccc2)nc1	40.0	·	·
CCC(=NCC1CCCO1)c1c(O)n(-c2ccc(Cl)cc2)c(=O)[nH]c1=O (stereo unspecified)	-71.4	-0.1	-0.41
O=C(C1CCCN(c2nnc(-n3cccc3)s2)C1)N1CCC2(CC1)OCCO2 (stereo unspecified)	-143.8	0.06	-0.57
O=S(=O)(c1ccccc1)N1CN2CCN(C2)C1	85.7*	-0.01	-0.13
Cc1ccc(Cn2nnnc2CN2CCC(n3nnc4cc(C(F)(F)F)ccc43)CC2)cc1	-22.9	-2.94	-2.06
CN1CCN(Cc2ccc(OC(F)(F)F)cc2)CC1	14.3	0.63	0.34
Cc1ccc(-n2c(-c3ccc([N+](=O)[O-])cc3)nc3ccccc3c2=O)cc1	·	-1.25	-1.64
OC(c1ccccc1)(c1ccccc1)C1CCCN1 (stereo unspecified)	-5.9	-0.29[8.6 µM]	-0.67
CC(=O)c1cccc(NC2=NCC(C)S2)c1 (stereo unspecified)	·	0.77	-0.17
CCN(CC)P(=O)(Oc1cccc(C)c1)N(CC)CC	-18.8	0.29	0.43
O=C1OCCN1P(=O)(c1ccccc1)c1ccccc1	·	-0.13	-0.33
CCOC(=O)C(O)(c1ccc(N(CC)C(=O)COc2ccccc2)cc1)C(F)(F)F (stereo unspecified)	40.0	-0.17	-0.75
CCNC(=O)C1OC(n2cnc3c(N)ncnc32)C(O)C1O (stereo unspecified)	30.8	·	·
O=P(Nc1ccccc1)(Nc1ccccc1)Oc1ccccc1	-33.3	1.17	0.85

Some of the entries above in a different format.
Value order – INS promoter inh | sdo1 growth | sdo1 growth Rescue 24 h
CC(C(=O)N1CCC2(CC1)OCCO2)C1Sc2ccccc2NC1=O (stereo unspecified)
→ · | 1.45 | 1.95
O=c1c2cc(Br)ccc2[nH]c(=S)n1-c1ccccc1
→ 73.3* | · | ·

Next records follow.
molecule	INS promoter inh	sdo1 growth	sdo1 growth Rescue 24 h
CCOc1ccccc1-n1c(O)c(C=NCCCN(CC)CC)c(=O)[nH]c1=O	·	0.41	-0.03
CCN(CC)c1ccc(N=Cc2c(O)n(-c3ccc(Cl)cc3)c(=O)[nH]c2=O)cc1	·	-1.21	-1.25
c1ccc2sc(C3CCCNC3)nc2c1 (stereo unspecified)	·	0.53	0.2
Fc1ccc(CCNCc2ccc(Cl)c(Cl)c2)cc1	·	-0.42	-0.27
CN1CN=C(N[N+](=O)[O-])N(Cc2ccco2)C1	36.7	0.06	0.29
c1ccc2c(CCNC3CCCCC3)c[nH]c2c1	46.1	·	·

Profiles as entered above. Order of values: INS promoter inh	sdo1 growth	sdo1 growth Rescue 24 h
CCN(CC)c1ccc(N=Cc2c(O)n(-c3ccc(Cl)cc3)c(=O)[nH]c2=O)cc1 across the screens: ·	-1.21	-1.25
CCOc1ccccc1-n1c(O)c(C=NCCCN(CC)CC)c(=O)[nH]c1=O across the screens: ·	0.41	-0.03
CN1CN=C(N[N+](=O)[O-])N(Cc2ccco2)C1 across the screens: 36.7	0.06	0.29
Fc1ccc(CCNCc2ccc(Cl)c(Cl)c2)cc1 across the screens: ·	-0.42	-0.27
c1ccc2sc(C3CCCNC3)nc2c1 (stereo unspecified) across the screens: ·	0.53	0.2
